Bioassay records as filed in PubChem.
MT1-MMP act inh: blockers of MT1-MMP proenzyme processing, primary screen, HT1080 RFP-PRO-GFP cells, GFP/RFP fluorescence | GFP/RFP ratio fluorescence, overnight; percent of plate control window, DMSO zero | GFP/RFP ratio change, % at 20 µM | hit rate 0.061% among 360,000;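 active = GFP/RFP ratio change of at least 30% with cell ATP level not reduced by more than half and red fluorescence within 50% of control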; note: strong numbers were not always called active
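Test system: HT1080 cells expressing an RFP-PRO-GFP fluorescent reporter construct / Compound dosing: single-point 20 µM compound, 1% DMSO / Schedule: cells overnight before dosing, compound overnight, 37 °C, 5% CO2 / Evaluation: GFP/RFP fluorescence ratio / Control set: DMSO and RFP-L50D-GFP cell wells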
Rin1 Abl inh: inhibitors of Rin1-Abl protein binding, primary screen, biochemical, TR-FRET; hit rate 0.4% among 360,000; inhibition, % at 7.35 µM; Tyrosine-protein kinase ABL1 (Homo sapiens) + Ras and Rab interactor 1 (Homo sapiens), …; in the data active = inhibition above about 5%, passing the limit was not always enough
FAS-TE inh: FAS thioesterase domain inhibitors, primary screen, biochemical, fluorescence intensity, uHTS. Fatty acid synthase (Homo sapiens), P49327. inhibition, % at 15 µM. recombinant FAS-TE, OMFH fluorogenic substrate, fluorescence endpoint. hit rate 0.67% among 360,000. AID 602261, 2012;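 active = compounds whose normalised, plate-corrected inhibition of enzyme fluorescence in the single-dose primary screen is 50% or more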;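 note: 0% = DMSO with enzyme and 100% = substrate without enzyme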
PABP1 MLLE inh: inhibitors of PABP1 MLLE–PAM2 peptide binding, primary screen, biochemical, fluorescence polarization, FITC-PAM2, GST-MLLE; inhibition, % at 20 µM; hit rate 0.36% among 360,000; AID 588489, 2011; in the data active = inhibition above about 35%, passing the limit was not always enough;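 note: plate controls were DMSO wells with GST-MLLE for no effect and wells lacking GST-MLLE protein for full effect; some results filed as inactive read as strong as hits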
CSN inh: inhibitors of CSN-mediated cullin deneddylation, primary screen, biochemical, fluorescence polarization, uHTS; Purified CSN, SCF-Nedd8-OG deneddylation; inhibition, % at 12.5 µM; hit rate 0.38% among 360,000; AID 651999, 2013;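 active = pattern-corrected inhibition above about 35%, with an unprinted fluorescence ratio check between 0.5 and 1.5, limit read from the data, passing the limit was not always enough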;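 note: 0% = enzyme with substrate and 100% = substrate without enzyme; some results filed as inactive read as strong as hits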
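test system = HEK293T-derived human Csn5 enzyme | amount = 0.24 nM Csn5 enzyme, final concentration | medium = Tris/NaCl/DTT buffer, pH 7.5 | schedule = 90 min reaction at room temperature | signal = FP | evaluation = inhibition of Csn5 cleavage, % | compound dosing = single dose of 12.5 µM compound with 0.25% DMSO | probe or stimulus = 10 nM SCFSkp2-Nedd8OG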
Neddylation inh: inhibitors of cullin neddylation, primary screen, biochemical, TR-FRET, uHTS, NAE and Ubc12; NEDD8-conjugating enzyme Ubc12 (Homo sapiens) + NEDD8-activating enzyme E1 regulatory …; calls only at 25 µM; hit rate 0.58% among 360,000; AID 651699, 2012; in the data active = inhibition above about 36%
Target sequence (P61081 whole entry, looked up): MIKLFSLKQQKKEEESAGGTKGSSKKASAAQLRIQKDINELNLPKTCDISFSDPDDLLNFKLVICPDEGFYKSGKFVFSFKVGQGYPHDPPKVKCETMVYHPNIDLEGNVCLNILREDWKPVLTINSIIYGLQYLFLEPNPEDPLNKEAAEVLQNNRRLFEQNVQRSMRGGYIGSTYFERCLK
Target sequence (Q13564 whole entry, looked up): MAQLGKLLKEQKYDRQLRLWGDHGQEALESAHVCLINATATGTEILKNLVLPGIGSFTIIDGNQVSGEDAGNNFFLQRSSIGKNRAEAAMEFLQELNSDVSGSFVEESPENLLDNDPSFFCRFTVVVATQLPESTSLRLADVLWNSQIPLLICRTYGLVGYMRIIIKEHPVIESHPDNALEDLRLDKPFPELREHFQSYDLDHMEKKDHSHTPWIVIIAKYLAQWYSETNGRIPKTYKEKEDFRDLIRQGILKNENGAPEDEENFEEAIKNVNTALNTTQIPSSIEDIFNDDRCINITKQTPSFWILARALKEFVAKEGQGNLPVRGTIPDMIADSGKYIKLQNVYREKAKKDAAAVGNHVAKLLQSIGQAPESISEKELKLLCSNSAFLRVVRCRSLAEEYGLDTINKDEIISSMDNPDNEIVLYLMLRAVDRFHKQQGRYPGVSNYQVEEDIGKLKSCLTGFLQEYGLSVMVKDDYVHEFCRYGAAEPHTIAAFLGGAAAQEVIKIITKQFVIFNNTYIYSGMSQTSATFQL
SKN-1 block: suppressors of acrylamide-induced Pgst-4::GFP reporter in worms, primary screen, SKN-1 inhibitor project, whole organism, uHTS, GFP/RFP fluorescence ratio, strain VP596 | C. elegans VP596 Pgst-4::GFP/RFP ratio, 24 h | inhibition, % at 21.8 µM | hit rate 0.49% among 360,000;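 active = interference check ratio from 0.5 to 1.5 plus GFP to RFP signal ratio inhibition reaching or exceeding a fixed threshold, cut at about 30% in these data, passing the limit was not always enough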; note: some compounds called inactive have numbers as strong as hits
NadD inh: inhibitors of S. aureus NadD, primary screen, biochemical, colorimetric, uHTS; inhibition, % at 20 µM; AID 602399, 2012; purified NadD enzyme, colorimetric absorbance read-out; Nicotinate-nucleotide adenylyltransferase NadD (Staphylococcus aureus N315); hit rate 0.78% among 360,000; in the data active = inhibition above about 26%; note: some compounds past the cut are filed as inactive
Rpn11 block: Rpn11 (PSMD14) deubiquitinase inhibitors, primary screen, biochemical, fluorescence polarization, uHTS; calls only at 20 µM; AID 588493, 2011; hit rate 0.59% among 360,000; human 26S proteasome, Ub4-pepOG fluorescence polarization; 20S core pre-blocked with epoxomicin;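 active = inhibition at 20 µM, scaled to each plate's controls, above about 33%, limit read from the data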
Target sequence (O00487 whole entry, looked up): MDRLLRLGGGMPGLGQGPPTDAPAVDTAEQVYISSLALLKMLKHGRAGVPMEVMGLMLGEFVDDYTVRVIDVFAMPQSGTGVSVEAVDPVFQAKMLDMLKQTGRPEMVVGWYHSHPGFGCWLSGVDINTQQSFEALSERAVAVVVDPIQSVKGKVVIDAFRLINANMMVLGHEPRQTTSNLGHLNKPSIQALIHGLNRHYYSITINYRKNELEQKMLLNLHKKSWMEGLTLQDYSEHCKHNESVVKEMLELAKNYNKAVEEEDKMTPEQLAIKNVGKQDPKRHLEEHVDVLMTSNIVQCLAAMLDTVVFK
An asterisk follows results filed as active; i = inactive; . = no result given. Not a hit list (roughly 3.9% active in at least one column).

SMILES | MT1-MMP act inh | Rin1 Abl inh | FAS-TE inh | PABP1 MLLE inh | CSN inh | Neddylation inh | SKN-1 block | NadD inh | Rpn11 block
CCOc1ccc2ncc(S(=O)(=O)c3ccccc3)c(N3CCN(c4ccc(OC)cc4)CC3)c2c1 | 0 | -1 | 11 | -5 | -8 | i | -2 | -6 | i
COc1ccc(/C(N)=N/OC(=O)c2ccc3ccccc3c2)cc1OC | -1 | -2 | 4 | -10 | 5 | i | 8 | -3 | i
COc1cc(S(=O)(=O)N(CCc2ccccc2)Cc2cccs2)ccc1-n1cnnn1 | 5 | -2 | 29 | -4 | 5 | i | 21 | -3 | i
O=C(CSc1nc2ccccc2[nH]1)Nc1ccc(F)c(F)c1 | 4 | 0 | 7 | 0 | 5 | i | 7 | -6 | i
Cc1cc(C)c2c(CC(=O)NN(C)C)coc2c1 | 0 | 5 | -2 | 8 | -2 | i | -8 | -4 | i
Cc1cc(=O)oc2c3c4c(cc12)OCCN4CCC3 | -27 | -5 | -9 | -49 | -3 | . | 0 | 13 | i
Clc1cccc(Cc2c(-c3cccc(Cl)c3)nc3ccc(Cl)cn23)c1 | -5 | 0 | 19 | -13 | 3 | i | 13 | 13 | i
Cc1ccc(N(C(=O)c2csnn2)C(C(=O)NC(C)(C)C)c2cccnc2)cc1C (stereo unspecified) | -2 | 1 | -35 | -2 | 0 | i | 1 | 2 | i
CCN(CC)S(=O)(=O)c1cccc(C(=O)c2c(C)cc3ccccn23)c1 | 3 | 6 | 32 | 6 | 4 | i | 10 | -8 | i
COc1ccccc1C(C)NC(=O)c1cc(=O)[nH]c2ccccc12 (stereo unspecified) | 2 | 2 | -5 | -114 | 7 | i | -4 | 4 | i
CCOC(=O)c1sc2ncn(CC(=O)Nc3cc(C)on3)c(=O)c2c1C | -6 | 3 | -1 | -26 | 9 | i | -27 | 6 | i
O=C(COC(=O)c1ccc2ccccc2c1)NCCCc1ccccc1 | -5 | 1 | 4 | 13 | -3 | i | -3 | -6 | i
O=C(NCc1ccncc1)c1ccc(N2CCCC2)c([N+](=O)[O-])c1 | 1 | -8 | 4 | -1 | -9 | i | 9 | 5 | i
COC(=O)c1ccccc1-c1cn(C)c2ccccc2c1=O | 0 | 1 | -5 | 4 | 0 | . | 16 | -3 | i
COc1ccc(C(=O)Nc2cc(C)on2)cc1 | 1 | -1 | -10 | -7 | 1 | i | -13 | -5 | i
O=C1[C@@H](Oc2ccccc2)[C@@H](c2cccnc2)N1c1ccccc1 | -5 | 2 | -6 | -20 | -8 | i | -8 | -3 | i
COc1ccc(/C=C/C(=O)c2ccccc2)cc1COc1ccccc1F | -13 | 6 | 27 | 14 | 7 | i | 17 | 2 | i
COc1ccc(C2/C(=C(/O)c3ccc(F)cc3)C(=O)C(=O)N2CCCN(C)C)cc1 (stereo unspecified) | 2 | 0 | -5 | 14 | 3 | i | -12 | -2 | i
CCOc1ccc2nc(SC3CC(=O)N(c4cccc(OC)c4)C3=O)sc2c1 (stereo unspecified) | 6 | -2 | 20 | 10 | -14 | i | 3 | -5 | i
COc1ccc(S(=O)(=O)NC(=O)C2(C)CCN2C(=O)Cc2ccccc2)cc1OC (stereo unspecified) | 3 | 3 | -6 | -2 | -4 | i | 2 | -1 | i
COc1cccc(/C(C)=N/Nc2ncc(Cl)cc2Cl)c1 | -6 | -2 | 5 | 19 | -14 | i | -3 | 2 | i
O=c1[nH]c2cc3c(cc2cc1CN(Cc1nnnn1CC1CCCO1)C1CCCC1)OCO3 (stereo unspecified) | -4 | 0 | -14 | 64* | -1 | . | -28 | -1 | i
COc1ccccc1NC(=O)c1ccc2c(O)c(S(=O)(=O)c3ccccc3)c(=O)[nH]c2c1 | -1 | 1 | -3 | 11 | -1 | i | 7 | 8 | i
S=C(NC12CC3CC(CC(C3)C1)C2)N1CCCC1 | -1 | 0 | -2 | -110 | -2 | i | 4 | -3 | i
CCN(CC(=O)NC(C)C)C(=O)C(CCSC)NC(=O)c1cccc(C)c1 (stereo unspecified) | -2 | -2 | -7 | 3 | -4 | i | 3 | -1 | i
COc1ccc(S(=O)(=O)Cc2ccc(C(=O)N3CCN(c4ccc(Cl)cc4)CC3)o2)cc1 | -3 | 2 | 25 | 1 | -3 | i | 10 | 4 | i
CCCn1nnc(NC(=O)c2ccc(-c3cccc(Cl)c3)o2)n1 | 6 | 1 | 8 | 5 | -4 | i | 15 | 1 | i
COc1cc(NC(=O)NCC2CCN(Cc3ccccc3Cl)CC2)cc(OC)c1OC | -3 | 4 | -2 | 9 | -1 | i | 9 | -6 | i
CCCn1c(SCC(=O)N(C)CC(=O)Nc2ccc(C)cc2)n[nH]c1=O | -1 | 0 | -4 | -20 | 1 | i | 3 | 6 | i
CCO[C@@H]1OC(C(=O)N2CCOCC2)=C[C@H](c2ccc(C(F)(F)F)cc2)[C@H]1CCCO | -4 | 3 | -5 | 10 | -9 | i | -1 | 4 | i
CCCC(=O)N1CCC1(C)C(=O)NS(=O)(=O)c1cccc(Cl)c1 (stereo unspecified) | 2 | -2 | -7 | -7 | -3 | i | 5 | -3 | i
CCOc1cc(NC(=O)C2CCCCC2)c(OCC)cc1NC(=O)c1ccco1 | 4 | -1 | -6 | 10 | -3 | . | -4 | -4 | i
Oc1ccc(Cl)cc1-c1cc(-c2ccccc2)n[nH]1 | 4 | -1 | 17 | -5 | -3 | i | -4 | 6 | i
CC(C)C(CCN1C(=O)c2ccccc2C1=O)c1ccco1 (stereo unspecified) | 2 | -3 | 11 | 6 | 6 | i | 3 | 0 | i
Cc1cccc(N(C(=O)c2snc(C(N)=O)c2N)C(C(=O)NCc2ccccc2)c2ccncc2)c1 (stereo unspecified) | -9 | 1 | -4 | -6 | -1 | i | 20 | 2 | i
Fc1cccc(Cl)c1-c1nnc2ccc(N3CCOCC3)nn12 | 2 | -4 | 0 | 9 | -3 | i | -7 | 2 | i
CN(C)C(CNC(=O)c1cccc(S(=O)(=O)Nc2ccccc2Cl)c1)c1ccccc1 (stereo unspecified) | 0 | 2 | -5 | -2 | -7 | i | 8 | -8 | i
Oc1c(Br)cc(Br)cc1/C=N/N1CCN(Cc2ccccc2)CC1 | 0 | -1 | 46 | 20 | -3 | i | -10 | 10 | i
Cc1ccc(NC(=O)c2ccc3c(=O)n4c(nc3c2)CCC4)cc1F | 9 | 3 | 4 | 9 | -2 | i | -7 | 2 | i
O=C(COC(=O)COc1ccc(Nc2ccccc2)cc1)NCc1ccco1 | 0 | 2 | -1 | 15 | -4 | i | -6 | 6 | i
COCCCNc1ncnc2c1cnn2-c1ccc(C)cc1C | -1 | 3 | -8 | 3 | -2 | i | 10 | 0 | i
CC1CCCN(S(=O)(=O)c2ccc([N+](=O)[O-])cc2)C1 (stereo unspecified) | 0 | -2 | 2 | 7 | 1 | i | 7 | 5 | i
CCOC(=S)SCC(=O)N1CCc2cc(OC)ccc2C1C1C(=O)CCCC1=O (stereo unspecified) | 2 | 2 | -10 | 22 | 1 | i | 10 | -3 | i
COc1ccc(C(CCN2CCCC(C)C2)c2c(OC)cc(OC)c3c2OC(=O)CC3c2cc(OC)c(OC)c(OC)c2)cc1 (stereo unspecified) | 5 | 2 | 1 | -5 | 0 | i | 10 | 2 | i
Cc1ccc(-c2nsc(SCC(=O)NCC3CCCO3)n2)cc1 (stereo unspecified) | 0 | -4 | -1 | 1 | -3 | i | -5 | -3 | i
Cc1ccc(NC(=O)C2CC(=O)N(c3ccc4c5c(cccc35)CC4)C2)cc1 (stereo unspecified) | -3 | -2 | 16 | -3 | 35* | i | 10 | 3 | i
CCOC(=O)c1cnn(-c2ccccc2)c1NC(=O)c1ccccc1 | 2 | -2 | -5 | -4 | 3 | i | 10 | -3 | i
CNC(=S)N(CCc1c(C)[nH]c2ccc(C)cc12)Cc1ccco1 | 1 | 0 | 12 | -100 | 8 | i | 8 | 12 | i
O=CN1CCN(C(=O)c2ccccc2Cl)CC1 | 5 | 0 | -6 | 4 | 2 | i | -5 | -7 | i
COc1ccc(/C=N/n2c(=O)[nH]c3c([nH]c4ccc(Br)cc43)c2=O)cc1CN1CCOCC1 | 5 | -5 | -12 | 4 | 0 | i | 37* | -6 | i

Part of the list above, reformatted.
| Molecule | MT1-MMP act inh | Rin1 Abl inh | FAS-TE inh | PABP1 MLLE inh | CSN inh | Neddylation inh | SKN-1 block | NadD inh | Rpn11 block |
| --- | --- | --- | --- | --- | --- | --- | --- | --- | --- |
| COc1ccc(S(=O)(=O)NC(=O)C2(C)CCN2C(=O)Cc2ccccc2)cc1OC (stereo unspecified) | 3 | 3 | -6 | -2 | -4 | i | 2 | -1 | i |
| O=C1[C@@H](Oc2ccccc2)[C@@H](c2cccnc2)N1c1ccccc1 | -5 | 2 | -6 | -20 | -8 | i | -8 | -3 | i |
| O=C(CSc1nc2ccccc2[nH]1)Nc1ccc(F)c(F)c1 | 4 | 0 | 7 | 0 | 5 | i | 7 | -6 | i |
| CCCn1nnc(NC(=O)c2ccc(-c3cccc(Cl)c3)o2)n1 | 6 | 1 | 8 | 5 | -4 | i | 15 | 1 | i |

Other results
SMILES | MT1-MMP act inh | Rin1 Abl inh | FAS-TE inh | PABP1 MLLE inh | CSN inh | Neddylation inh | SKN-1 block | NadD inh | Rpn11 block
CCC(C)c1ccccc1N1CC(C(=O)Nc2ccc(C)c(S(=O)(=O)N3CCOCC3)c2)CC1=O (stereo unspecified) | 3 | 0 | -1 | -8 | -3 | i | -22 | -5 | i
COc1ccccc1-c1cc(C(=O)N2CCN(S(=O)(=O)c3ccc(C)cc3)CC2)[nH]n1 | 4 | 0 | 25 | 1 | -2 | i | 5 | 7 | i
CN=c1scc(C)n1/N=C/c1ccc(O)c(O)c1O | -8 | 36* | -6 | 20 | 1 | i | 3 | 6 | i
Cn1ncc([N+](=O)[O-])c1C(=O)Nc1ccc(-c2ccccc2)cc1 | 2 | 1 | 3 | 2 | 2 | i | 10 | 1 | i
CCOC(=O)c1[nH]c(C)c(C(=O)NCc2ccc(OC)cc2)c1C | 1 | -1 | 1 | -10 | -2 | i | 6 | 2 | i
COc1ccc(NC(=S)NCc2ccc3c(c2)cc(C)n3C)cc1 | 13 | -7 | -15 | -29 | 6 | i | 21 | 17 | i
CC(=O)Nc1ccc(NC(=O)CSc2nnc(NC(=O)c3cccc(F)c3)s2)cc1 | 2 | 0 | -3 | 5 | -2 | i | 4 | -7 | i
COc1cc2oc(=O)cc(-c3ccc(-c4ccc(CO)cc4)cc3)c2c(OC)c1OC | -11 | -4 | 11 | -2 | 5 | i | -10 | -10 | i
O=C(CCn1c(=O)[nH]c2ccsc2c1=O)NCCc1ccc(Cl)cc1 | 0 | 4 | -4 | -14 | 1 | i | -8 | -1 | i
COc1ccccc1C(=O)Nc1ccc2c(c1)OCCO2 | 7 | 3 | -6 | 6 | -2 | i | 9 | -4 | i
